Screening results (PubChem)
H69AR inhibit = proliferation blockers of H69AR lung cancer cells, primary screen, cell-based, human, 86K library. H69AR lung tumor viability, ATP luminescence, 72 h; active compounds read low. viability, % at 10 µM. 6% of 85,000 active. AID 598, 2007;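 active means viability at or below 40%; inactive means viability above 40%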;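 further: multidrug resistant small cell line overexpressing MRP-1 efflux transporter; 100% = mean luminescence of untreated control wells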
VCAM1 TNFa inh = inhibitors of TNFa-induced VCAM1 expression, primary screen, imaging, HUVEC, TNFa stimulus, immunofluorescence; HUVEC TNFa-induced VCAM-1 immunofluorescence, high-content imaging; inhibition, % at 2 µM; 0.48% of 95,000 active; AID 802, 2007;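 active means inhibition above the batch mean plus 3 SD, with images confirmed as a hit by eye, cut at about 37% in these data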;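 further: 0% = TNF-stimulated DMSO wells and 100% = unstimulated control wells; not every result past the cut was called active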
cytoskel mod = modifiers of F-actin cytoskeleton organization, primary screen, imaging, HUVEC, phalloidin staining, high-content imaging. HUVEC TNFa F-actin phalloidin imaging. inhibition, % at 2 µM. 0.18% of 91,000 active;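 active means inhibition above the batch mean plus 3 SD and confirmed as a hit by visual image inspection, cut at about 30% in these data, passing the limit was not always enough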; further: strong numbers were not always called active
Fibroblast inh = antiproliferative effect on LL 47 fibroblasts – human, LL 47 cells, CellTiter-Glo luminescence, primary screen. viability, % at 10 µM. LL 47 human lung fibroblast viability, ATP luminescence; active compounds read low. 1.1% of 85,000 active;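 active means viability at or below 50% in the single dose screen; inactive means viability above 50%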;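 further: compound exposure lasted 72 h before the ATP readout; 100% = median luminescence of untreated cell-only wells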
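Material: human lung fibroblast line LL 47, low passage; Evaluation: viability percentage against median untreated-cell control; Buffer or medium: 15% FBS in IMEM; Incubation: 72 h compound exposure at 37 °C after overnight plating; Dosing: 0.1% DMSO in all compound wells; Measured by: CellTiter-Glo luminescence.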
Smad3 FoxH1 inh = Smad3/FoxH1 peptide binding inhibitors, primary screen, biochemical, TR-FRET | Mothers against decapentaplegic homolog 3 (Homo sapiens), P84022 | TR-FRET Smad3/Dy647-FoxH1 peptide binding, europium anti-His | inhibition, % at 25 µM | 0.29% of 88,000 active | AID 630, 2007;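 active means compounds that reduce the energy-transfer binding signal between the protein and its labelled peptide by more than half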;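 further: 0% = Smad3 plus labelled peptide maximal FRET and 100% = peptide-only background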
Target sequence (P84022 whole entry, looked up): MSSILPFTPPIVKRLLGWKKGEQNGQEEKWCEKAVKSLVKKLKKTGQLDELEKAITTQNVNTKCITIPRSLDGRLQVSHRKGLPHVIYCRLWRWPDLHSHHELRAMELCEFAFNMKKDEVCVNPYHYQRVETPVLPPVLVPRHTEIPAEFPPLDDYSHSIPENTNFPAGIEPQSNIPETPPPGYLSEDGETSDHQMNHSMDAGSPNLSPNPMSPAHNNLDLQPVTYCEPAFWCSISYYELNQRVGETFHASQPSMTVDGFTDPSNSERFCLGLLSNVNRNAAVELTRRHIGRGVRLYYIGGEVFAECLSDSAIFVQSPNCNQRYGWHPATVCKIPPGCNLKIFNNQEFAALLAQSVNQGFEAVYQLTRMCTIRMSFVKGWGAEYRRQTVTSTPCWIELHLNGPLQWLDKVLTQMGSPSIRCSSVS
HUVEC inhibit = inhibitors of HUVEC proliferation, primary screen, cell-based, 384-well. CellTiter-Glo luminescence, 72 h; active compounds read low. viability, % at 10 µM (by protocol). 1.1% of 86,000 active;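 active means viability at or below 30%; inactive means viability above 30%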;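 further: 100% = median luminescence of DMSO-only cell control wells on each plate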
PTK2B oligo ant = antagonists of Pyk2 self-association, primary screen, Q293 cells, FERM NanoBiT luminescence, HTS; Protein-tyrosine kinase 2-beta (Homo sapiens), Q14289; active compounds read low; z-score (the deposit names both 25 µM and 10 µM); 0.83% of 99,000 active; AID 1347419, 2020;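 active means Z-score of -3 or lower, scaled per plate to the spread of control and sample wells; inactive means z-score above -3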;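 further: negative z-score means lost luminescence so less FERM oligomerization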
IL1B cytotox = cytotoxicity in IL-1B stimulated HUVEC, primary screen, cytotoxicity control for IL-1B NFkB translocation project, imaging, Hoechst nuclear count, IL-1B stimulus. 0.41% of 94,000 active. cell count reduction, % at 2 µM. HUVEC cell count loss. AID 845, 2007;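 active means cell count reduction more than 3 SD above the screen-wide mean, cut at about 70% in these data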;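 further: normalized per plate to untreated control cells as the no-loss baseline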
TNFa cytotox = cytotoxicity in TNFa-stimulated HUVEC, primary screen, cytotoxicity control for VCAM1 expression modulator project, imaging, Hoechst nuclei count; HUVEC TNFalpha-stimulated, Hoechst cell count; cell count reduction, % at 2 µM; 0.17% of 93,000 active;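 active means cell count reduction exceeding the screen mean by over 5 SD, scaled to untreated wells per plate, cut at about 78% in these data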;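 further: cells counted after 24 h of TNF alpha exposure following the 1 h pretreatment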
* marks the source's active call; other numbers are inactive results; . = no result given; [ ] = another dose, or the depositor's remark. This is a subset, so the mix of outcomes need not match the whole.

SMILES | H69AR inhibit | VCAM1 TNFa inh | cytoskel mod | Fibroblast inh | Smad3 FoxH1 inh | HUVEC inhibit | PTK2B oligo ant | IL1B cytotox | TNFa cytotox
COc1ccc(NC(=O)CN2CCC(n3c(C)nc4cc(F)ccc43)CC2)c(OC)c1 | 99 | 13 | -14 | 93 | 0 | 89 | 0.92 | 4 | -34
Cn1ncc([N+](=O)[O-])c1C(=O)Nc1ccn(Cc2ccccc2F)n1 | . | -5 | -14 | . | . | . | 0.31 | 6 | -11
CCn1c(SCC(=O)c2ccc(Cl)cc2)nnc1-c1ccoc1C | 107 | -9 | -3 | 100 | 6 | 101 | 0.28 | -3 | -3
COc1cc(C(=O)NCCc2cn3ccccc3n2)cc(OC)c1OC | 89 | 8 | 2 | 101 | -14 | 92 | . | -35 | 6
CCCCNC(=O)NCC(=O)Nc1ccc(F)c(F)c1 | 95 | -8 | 13 | 103 | 4 | 103 | -0.14 | -35 | -24
Cc1cc(C)c2c(=O)[nH]c(SCC(=O)N(C)C)nc2n1 | 89 | 2 | -3 | 97 | 3 | 98 | -0.54 | -12 | -5
COc1cc(C(=O)Nc2nccs2)ccc1OCc1c(C)noc1C | 84 | . | . | 99 | 2 | 97 | -0.54 | . | .
COC(=O)CC1SCCNC1=O (stereo not drawn) | 75 | 17 | -10 | 96 | -11 | 95 | -0.23 | 0 | 37
CC1=CC(=O)OC1Cc1ccncc1 (stereo not drawn) | 95 | 10 | -3 | 109 | 2 | 102 | 0.51 | 10 | -4
CCOC(=O)C1CCN(CC(O)COc2ccc(C(=O)CC)cc2)CC1 (stereo not drawn) | 94 | -7 | 2 | 97 | 2 | 103 | 0.49 | -17 | 8
CCCn1c(SCC(N)=O)nnc1C(C)C | 93 | 18 | 6 | 91 | -11 | 106 | -0.62 | -11 | -13
CN1CCN(c2ccccc2NC(=O)COc2ccccc2)CC1 | 68 | -1 | 6 | 93 | -14 | 88 | -0.63 | -43 | -12
O=C(N/N=C/C=C/c1ccccc1)c1ccccc1Br | 92 | 8 | 8 | 101 | -12[fluorescence artefact?] | 97 | -0.25 | -14 | 3
Cc1sc2nc(SCC(=O)NCc3ccco3)n(CCc3ccccc3)c(=O)c2c1C | 22* | -19 | 7 | 47* | -10[fluorescence artefact?] | 60 | -1.2 | 17 | 4
Cc1ccccc1NC(=O)c1c(-c2ccccc2)noc1C | 88 | -5 | 8 | 91 | -1 | 93 | 0.03 | -28 | -5
COc1ccc(C(C)=O)cc1CN1C(=O)NC2(CCCCC2)C1=O | 96 | -2 | -1 | 105 | 9 | 98 | -0.21 | -17 | -1
CCc1ccc(N(CC(=O)Nc2ccc(OC)cc2OC)S(C)(=O)=O)cc1 | 84 | . | . | 100 | 7 | 106 | -1.6 | . | .
C=CCc1cccc(OC)c1OCCOCCNCCO | 89 | 13 | -7 | 94 | -13 | 89 | 0.04 | 0 | 3
COc1ccc(N2CCN(C(=O)CN3C(=O)c4ccccc4S3(=O)=O)CC2)cc1 | 86 | 6 | 18 | 95 | -3 | 91 | 0.04 | -2 | -26
COc1cccc(-c2nc(=S)c3c(n2CCCO)CCCC3)c1 | 84 | -19 | 14 | 107 | 15[fluorescence artefact?] | 100 | 0.56 | -6 | -13
Cc1onc(-c2ccccc2Cl)c1C(=O)N(Cc1nc(-c2ccccc2)no1)C1CCCCC1 | 82 | -10 | 10 | 89 | 0 | 96 | -2.9 | -7 | -24
Cc1ccc(NC(=O)c2cc([N+](=O)[O-])ccc2NCc2cccnc2)cc1 | . | 2 | 10 | . | . | . | -2.9 | -46 | -23
COc1cc(/C=N/N=C2/NC(=O)C(c3ccccc3)S2)ccc1O (stereo not drawn) | . | 1 | -20 | . | . | . | . | -8 | -5
CC1CCN(S(=O)(=O)c2ccc3c(c2)oc(=O)n3CC(=O)N2c3ccccc3CC2C)CC1 (stereo not drawn) | 91 | 3 | -19 | 88 | 7 | 91 | . | -11 | -1
O=C(c1cc2ccccc2oc1=O)N1CCN(Cc2ccc3c(c2)OCO3)CC1 | 92 | 9 | 10 | 107 | -5 | 102 | 0.26 | -5 | -14
COc1c(N2CCN(C(=S)Nc3ccccc3)C(C)C2)c(F)cc2c(=O)c(C(=O)O)cn(C3CC3)c12 (stereo not drawn) | . | 11 | 25 | . | . | . | . | -17 | -36
CCCCC(=O)Nc1ccc(NC(=O)CC)cc1OC | 102 | -51 | 16 | 107 | 4 | 90 | 1.2 | -3 | .
COCCCn1c(Cc2csc(Nc3cccc(Cl)c3)n2)nnc1SCC(=O)OC | 92 | -12 | 6 | 99 | 4 | 96 | 0.73 | 3 | 1
Cn1c(NCc2cccc(Br)c2)nc2ccccc21 | 74 | -6 | -9 | 100 | -1 | 72 | -0.02 | -108 | 4
COCCNC(=O)COC(=O)c1nsc(Cl)c1Cl | . | -23 | -12 | . | . | . | 0.82 | -58 | -48
FC(F)(F)c1cccc(CON=C2CCN(c3ncc(C(F)(F)F)cc3Cl)CC2)c1 | . | 3 | -11 | . | . | . | 0.63 | -44 | -6
COC(=O)c1ccccc1CCC(C)=O | 24* | 18 | 17 | 91 | -19 | 78 | 1.3 | -13 | -27
COc1ccccc1NC(=O)CSC1=NC(=O)C(NC(C)=O)C(=O)N1 (stereo not drawn) | . | -30 | -20 | 105 | -2 | 89 | 0.74 | -11 | -36
Cc1nc(SCC(=O)Nn2c(-c3ccccc3)nc3ccccc3c2=O)n[nH]1 | 100 | 15 | -7 | 97 | 8 | 87 | 0.46 | -3 | -8
COc1ccc(-c2cc(C(F)(F)F)n3ncc(C(=O)NCc4ccco4)c3n2)cc1 | 47 | -16 | 18 | 95 | 6 | 80 | -0.23 | -14 | -31
CCC(C(=O)NC1CCCC1)N(C(=O)Cn1nnc(-c2ccc(OC)c(OC)c2)n1)C1CCCCC1 (stereo not drawn) | 75 | 14 | . | 90 | 14[fluorescence artefact?] | 85 | 0.63 | -55 | -37
O=C(NC1(C(F)(F)F)NC(=O)N(Cc2ccco2)C1=O)c1cccs1 (stereo not drawn) | 87 | 7 | 1 | 100 | 11 | 94 | -0.28 | 27 | 5
O=C(Cn1c(NCCCO)nc2ccccc21)c1cccs1 | 76 | 9 | 7 | 110 | 3 | 101 | . | 8 | -10
CCNC(=O)CC1C(=O)N(C)C(=S)N1NC(=O)c1ccc(Cl)cc1 (stereo not drawn) | 93 | -25 | -4 | 104 | -16 | 95 | 0.3 | 9 | 14
Cc1ccc(NC(=O)Cc2ccc(F)cc2)cc1 | 91 | 1 | 8 | 106 | 3 | 102 | -0.03 | -7 | -8
CCOc1ccc(C(=O)Nc2cccc(C)n2)cc1 | 88 | . | . | 93 | 9 | 98 | 1.3 | . | .
CCNc1nc(NC(C)C)nc(N(C#N)C(C)C(=O)N(C)C)n1 (stereo not drawn) | . | 8 | -3 | 89 | -5 | 83 | 0.43 | -16 | -2
O=C(Nc1ccc(Cl)cc1)OC(CN1CCCCC1)C(F)(F)F (stereo not drawn) | . | -7 | -16 | . | . | . | 1.1 | 13 | 5
O=C(CSCc1ccc(Cl)cc1)N/N=C/c1ccc(Cl)cc1Cl | . | -10 | -10 | . | . | . | 0.08 | -36 | 7
CC1Cn2c(nnc2C23CC4CC(CC(C4)C2)C3)S1 (stereo not drawn) | 80 | 20 | -6 | 106 | -10 | 101 | -0.53 | -10 | -2
N#CC1=C2SCN(Cc3ccccc3)CN2C(=O)CC1c1cccs1 (stereo not drawn) | 91 | 8 | -3 | 93 | 14[fluorescence artefact?] | 98 | . | -8 | -31
CC(=O)c1ccc(NC(=O)C2(c3ccccc3)CCOCC2)cc1 | 89 | -7 | 3 | 97 | 2 | 100 | -0.38 | 7 | -17
COc1ccc(C(=O)C2CCN(C(=O)c3ccco3)CC2)cc1 | 101 | . | . | 95 | 4 | 94 | 0.85 | . | .
COc1ccccc1S(=O)(=O)Cc1ccc(C(=O)NCc2cccnc2)o1 | 94 | -2 | -4 | 102 | 29[fluorescence artefact?] | 109 | . | -33 | -5
CC(=O)c1cccc(NC(=O)C2CCN(S(=O)(=O)c3c(C)n[nH]c3C)CC2)c1 | 80 | 8 | -3 | 108 | -9 | 96 | -0.02 | 7 | -4
(further entries)
SMILES | H69AR inhibit | VCAM1 TNFa inh | cytoskel mod | Fibroblast inh | Smad3 FoxH1 inh | HUVEC inhibit | PTK2B oligo ant | IL1B cytotox | TNFa cytotox
Cc1cc(NC(=O)CSc2nnc(C3CC3)n2C)no1 | 99 | 7 | -24 | 106 | 2 | 98 | 1.9 | -16 | 12
CC1=C(C(=O)OC(C)C)C(/C=C/c2ccccc2)NC(=O)N1 (stereo not drawn) | 97 | . | . | 102 | -19 | 74 | -0.95 | . | .
CS(=O)(=O)N1CCC(C(=O)NCC2CCCO2)CC1 (stereo not drawn) | 97 | 18 | -8 | 99 | 9 | 103 | 0.35 | -28 | -25
O=C(NCCCN1CCOCC1)c1coc2ccccc2c1=O | 93 | 16 | -1 | 100 | 3 | 102 | -0.49 | -10 | -27
COc1ccc(C(CC(=O)N2CCOCC2)C(C)C)cc1 (stereo not drawn) | 99 | . | . | 96 | 4 | 97 | 0.76 | -25 | .
CC(=NCC1CCCO1)C1=C(O)CC(C)(C)CC1=O (stereo not drawn) | . | 22 | 14 | . | . | . | 1.2 | -1 | -29
Cc1ccc(N=Cc2sc(O)c3ccccc23)c(C)c1 | . | -17 | -4 | . | . | . | -1.9 | -20 | 13
Cc1ccc(C2C(C(=O)c3cc4ccccc4o3)=C(O)C(=O)N2CCN2CCOCC2)o1 (stereo not drawn) | 101 | 2 | 21 | 105 | -2 | 98 | 1.1 | 7 | -32
CCCN(CCC)S(=O)(=O)c1ccc(C(=O)N2CCCc3ccccc32)cc1 | 77 | 2 | -16 | 93 | 17 | 106 | -2.5 | -3 | 0
C=CCn1c(SCC(=O)N2CCCCC2)nc(O)cc1=O | 92 | 18 | -11 | 119 | 10 | 110 | -0.09 | 10 | 4
Cc1nc2cc(NC(=O)NCc3ccco3)ccc2o1 | 99 | -6 | -1 | 100 | 19 | 100 | 1 | -30 | -30

Ordered by length of the SMILES (ascending): some entries from above.
SMILES | H69AR inhibit | VCAM1 TNFa inh | cytoskel mod | Fibroblast inh | Smad3 FoxH1 inh | HUVEC inhibit | PTK2B oligo ant | IL1B cytotox | TNFa cytotox
CS(=O)(=O)N1CCC(C(=O)NCC2CCCO2)CC1 (stereo not drawn) | 97 | 18 | -8 | 99 | 9 | 103 | 0.35 | -28 | -25
CC1=C(C(=O)OC(C)C)C(/C=C/c2ccccc2)NC(=O)N1 (stereo not drawn) | 97 | . | . | 102 | -19 | 74 | -0.95 | . | .
CCCN(CCC)S(=O)(=O)c1ccc(C(=O)N2CCCc3ccccc32)cc1 | 77 | 2 | -16 | 93 | 17 | 106 | -2.5 | -3 | 0
Cc1ccc(C2C(C(=O)c3cc4ccccc4o3)=C(O)C(=O)N2CCN2CCOCC2)o1 (stereo not drawn) | 101 | 2 | 21 | 105 | -2 | 98 | 1.1 | 7 | -32
